HRas wt GTP bind: human HRas wildtype GTP binding, change in either direction. P01112. GST-Ras wt beads, Bodipy-FL-GTP binding, flow cytometry; actives lie on both sides. GTP binding activity, % at 10 µM. 190,000 tested, 0.14% active;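 active = GTP binding activity at least 20% away from the 100% baseline, either lowered as inhibitor or raised as activator; inconclusive = flagged as likely green fluorescent, judged across all proteins in the well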;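 note: 0% = unlabeled GTP competition control and 100% = no-compound control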
Target sequence (P01112 whole entry, looked up): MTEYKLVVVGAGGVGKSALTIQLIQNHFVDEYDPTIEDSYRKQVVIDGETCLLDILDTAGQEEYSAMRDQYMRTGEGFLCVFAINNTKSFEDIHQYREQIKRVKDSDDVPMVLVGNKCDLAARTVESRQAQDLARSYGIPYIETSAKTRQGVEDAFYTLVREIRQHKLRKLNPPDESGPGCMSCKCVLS
GSH fluor: GSH bead compound fluorescence profile; GSH beads flow cytometry, compound fluorescence 488/530 nm; hits give high values; fluorescence (KMESF) at 10 µM; 190,000 tested, 0.25% active; in the data active = fluorescence above about 89;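 note: glutathione beads carrying GST-tagged Bcl family fusion proteins plus one bare bead set; values are compound well signal with DMSO vehicle wells as background; inactives centre near 16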
Mcl1-Bid inh: disrupts binding of human Mcl-1 to Bid peptide; TR-FRET Mcl-1/Bid-Dy647 peptide binding, 1536-well; Q07820; 220,000 tested, 0.97% active; inhibition, % at 21.7 µM;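 active = compounds that cut the binding signal by more than half at the single screening dose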;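 note: His-tagged Mcl-1 with europium anti-His antibody binding Bid BH3 peptide; 0% = Mcl-1 plus peptide wells and 100% = peptide-only wells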
Target sequence (Q07820 whole entry, looked up): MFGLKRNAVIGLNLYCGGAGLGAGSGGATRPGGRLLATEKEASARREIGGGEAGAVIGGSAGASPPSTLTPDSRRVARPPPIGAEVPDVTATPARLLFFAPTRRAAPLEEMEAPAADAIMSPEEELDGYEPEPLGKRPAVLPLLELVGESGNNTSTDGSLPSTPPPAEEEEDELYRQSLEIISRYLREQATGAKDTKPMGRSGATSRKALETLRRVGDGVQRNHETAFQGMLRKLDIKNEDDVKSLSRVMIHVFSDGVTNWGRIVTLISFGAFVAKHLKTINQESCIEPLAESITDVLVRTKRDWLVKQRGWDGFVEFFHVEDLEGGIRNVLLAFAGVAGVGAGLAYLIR
Pf gametocyte: P. falciparum stage V gametocyte viability inhibition | inhibition, % at 10.9 µM | AID 743093 | 150,000 tested, 0.065% active | P. falciparum stage V gametocytes, ATP luminescence, 24 h;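 active = inhibition above the mean plus 3 SD of compounds within the control limits, set per campaign, cut at about 38% in these data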;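 note: 0% = DMSO wells and 100% = medium only without gametocytes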
Cdc42 wt: human Cdc42 wildtype GTP binding change, either direction; P60953; GST-Cdc42 beads, Bodipy-GTP binding, flow cytometry; actives lie on both sides; percent activity (GTP binding), % at 10 µM; 190,000 tested, 0.2% active;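 active = percent activity GTP binding at least 20 points away from the 100% baseline, either down as inhibitor or up as activator; inconclusive = compound flagged as likely green fluorescent from well-wide comparison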;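 note: median bead fluorescence of bound Bodipy-FL-GTP at 100 nM; 0% = excess unlabeled GTP control and 100% = no compound control; below 100% means less GTP binding so inhibitor and above means activator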
Target sequence (P60953 whole entry, looked up): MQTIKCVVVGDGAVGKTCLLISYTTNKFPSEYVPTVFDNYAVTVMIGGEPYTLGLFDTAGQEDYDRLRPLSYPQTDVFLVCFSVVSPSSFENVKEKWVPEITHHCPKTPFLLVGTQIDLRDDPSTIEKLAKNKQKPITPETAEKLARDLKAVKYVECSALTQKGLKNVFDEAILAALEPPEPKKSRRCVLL
Rab7 wt modul: modulators of GTP binding to dog Rab7 wildtype GTPase. GST-Rab7 beads, fluorescent GTP binding, flow cytometry; actives lie on both sides; untreated = 100%, excess cold GTP = 0%. GTP binding activity (percent of control), % at 10 µM. 190,000 tested, 0.055% active;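 active = fluorescent GTP binding to Rab7 beads changed by at least 20 points from the 100% baseline, either direction, mostly lower; inconclusive = compound itself probably fluorescent, or too few beads counted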;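 note: median green fluorescence of bound Bodipy-FL-GTP per Rab7 bead population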
Rab2 wt GTP: changes GTP binding to wildtype dog Rab2A, up or down; GST-Rab2 wt beads, Bodipy-GTP binding, flow cytometry; GTP binding activity, % at 10 µM; 190,000 tested, 0.19% active; P61105;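 active = GTP binding activity at least 20 points away from 100%, either lowered or raised; inconclusive = signal likely due to the compound's own green fluorescence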;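 note: 0% = beads with excess unlabeled GTP and 100% = no-compound control corrected for plate trend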
Avidin bead fluor: compound fluoresces at 488/530 nm on avidin beads; fluorescence (KMESF) at 10 µM; AID 1775; compound fluorescence 488/530 nm, flow cytometry; hits give high values; 220,000 tested, 0.38% active; in the data active = fluorescence above about 47; note: inactives centre near 10
Mcl1 Noxa PPI: disrupts binding of human Mcl-1 to Noxa peptide; AID 1022; TR-FRET Mcl-1/Noxa peptide binding, 2 h; 220,000 tested, 1.5% active; inhibition, % at 21.7 µM; Q07820;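 active = compounds that cut the protein-peptide binding signal by more than 50% relative to plate controls in a single-dose test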;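 note: His-tagged Mcl-1 with rhodamine Noxa BH3 peptide and terbium anti-His antibody; 0% = Mcl-1 plus Noxa peptide wells and 100% = peptide-only wells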
Rac1 wt modul: modulators of human Rac1 wildtype GTP binding. GTP binding activity (% of control), % at 10 µM. P63000. 190,000 tested, 0.27% active. GST-Rac1 beads, fluorescent GTP binding, flow cytometry; actives lie on both sides; 0 = cold GTP competed, 100 = untreated. AID 757;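 active = GTP binding activity at least 20 points away from the 100% control level, either lower or higher; inconclusive = compound flagged as likely green fluorescent, judged across all proteins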
Rac1 mut GTP: modulators of GTP binding to human Rac1 activated mutant. percent activity (GTP binding), % at 10 µM. P63000. AID 764. 190,000 tested, 0.11% active. GST-Rac1 activated beads, fluorescent GTP binding, flow cytometry; actives lie on both sides; 100% means binding = to untreated wells;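 active = GTP binding at least 20 percentage points away from the 100% baseline, in either direction, so actives lie on both sides; inconclusive = Compound likely fluorescent itself, or too few beads counted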
* = called active by the depositor; u = inconclusive; x = not tested or not shown; [ ] = dose if it differs, or a comment. Compounds as they come; 3% or so of the library scored in one or more.

(1) COc1ccccc1CCNC(=O)CCn1c(=O)oc2ccccc21
(2) Cc1ccc(N2CN=c3s/c(=C\c4ccccn4)c(=O)n3C2)cc1
(3) Cc1ccc(-c2ccnc3nc(-n4cccc4)nn23)o1
(4) CC(=O)Nc1ccc2nc(SCC(=O)O)sc2c1
(5) COC(=O)c1sc(N2C(=O)C(=O)/C(=C(/O)c3ccccc3)C2c2ccco2)nc1C (centres undefined)
(6) Cc1ccc(CCNC(=O)CNC(=O)c2cccs2)cc1
(7) C#CCOCCOCCOCCNc1nc(N2CCOCC2)nc(N2CCN(C(=O)Cn3cc(CC(C)O)nn3)CC2)n1 (centres undefined)
(8) O=C(c1cccnc1)N1CCc2ccccc21
(9) Cc1ccc(NC(=O)CN(C)CC(=O)Nc2cccc(F)c2)cc1S(=O)(=O)N1CCCCCC1
(10) C=CCn1c(SCC(=O)NC2CCCCC2)nnc1C(C)NC(=O)c1cccs1 (centres undefined)
Assay by compound,1,2,3,4,5,6,7,8,9,10
Mcl1 Noxa PPI,3,8,12,18,35,25,5,10,18,-1
Cdc42 wt,97,101,100,99,96,95,100,103,u,103
Mcl1-Bid inh,-13,-32,-1,8,-20,0,4,-18,31,-20
Rab2 wt GTP,98,97,97,97,96,96,100,102,u,101
GSH fluor,26,23,18,13,24,20,16,8,73,40
Rab7 wt modul,100,97,94,97,94,98,92,100,u,104
Rac1 wt modul,97,101,97,98,99,99,103,108,u,110
Pf gametocyte,x,x,-6,x,-23,-7,x,-14,9,-5
Avidin bead fluor,6,18,9,38,5,12,10,10,16,4
Rac1 mut GTP,96,96,96,97,91,97,100,103,u,98
HRas wt GTP bind,98,97,94,98,95,98,98,103,u,103

(11) COc1ccc(CCNC(=S)Nc2cc(C)ccc2C)cc1
(12) Oc1ccc(N2CCN(C(c3cccs3)c3nnnn3CCc3ccccc3)CC2)cc1 (centres undefined)
(13) CCC(C(=O)OCC(=O)c1ccc2c(c1)NC(=O)CO2)c1ccccc1 (centres undefined)
(14) CCOc1ccc(N2C(=O)CC(NC3CCCCNC3=O)C2=O)cc1 (centres undefined)
(15) COC(=O)c1ccc(/C=N/Nc2nc(-c3ccc(Cl)cc3Cl)cs2)cc1
(16) Cn1nnnc1SCC(=O)Nc1nc2ccccc2s1
(17) O=C1C=C(c2ccccc2)CC(c2cccs2)C1n1cnc([N+](=O)[O-])c1 (centres undefined)
(18) OCCC1CN(Cc2nc(-c3ccccc3)cs2)CCN1CCc1ccccc1 (centres undefined)
(19) CCOC(=O)c1c(NC(=O)CSc2n[nH]c(N)n2)sc(CC)c1C
(20) Brc1ccc(OCc2ccccc2)c(CNCc2ccncc2)c1
Assay by compound,11,12,13,14,15,16,17,18,19,20
Mcl1 Noxa PPI,4,42,0,7,11,5,23,8,-3,x
Cdc42 wt,103,97,94,97,127*[activator],95,100,97,95,u
Mcl1-Bid inh,-89,-45,-8,-1,-37,-5,-18,-23,-41,35
Rab2 wt GTP,98,94,93,95,123*[activator],97,101,102,98,u
GSH fluor,52,27,12,21,10,9,21,8,32,22
Rab7 wt modul,100,94,97,95,124*[activator],105,101,103,94,u
Rac1 wt modul,103,98,97,98,130*[activator],100,100,100,99,u
Pf gametocyte,-23,-36,x,10,x,-2,-9,-15,x,x
Avidin bead fluor,12,18,13,6,9,9,5,2,5,9
Rac1 mut GTP,94,92,94,91,119,94,99,96,97,u
HRas wt GTP bind,100,97,95,98,121*[activator],97,101,99,98,u

(21) O=C1CSC(c2ccccn2)N1c1ccc(Cl)c(Cl)c1 (centres undefined)
(22) Cn1c(SCC(=O)Nc2nc3c(s2)CCCC3)nnc1-c1ccccc1
(23) Cc1ccc(Cn2nnc3c(=O)[nH]c(C4CCCN(C(=O)Nc5ccc(F)cc5F)C4)nc32)cc1 (centres undefined)
(24) Cc1cccc(N=Nc2c(C)[nH]n(C(N)=S)c2=O)c1C
(25) CCOc1ccc(C(C)=O)cc1CSc1nc(C)cc(C)n1
(26) CN1CCN(S(=O)(=O)c2ccc(Sc3nnc(-c4cccs4)n3-c3ccccc3)nc2)CC1
(27) COc1ccccc1CN(C)CC(=O)Nc1ccc(Cl)cc1C(F)(F)F
(28) CC1OC(Nc2ccc(OC(F)(F)F)cc2)C(O)C(O)C1O (centres undefined)
(29) CCCN(CC1CC1)C(=S)Nc1ccccc1F
(30) Cc1ccc(C(=O)NCC2CCCO2)cc1N1CCCC1=O (centres undefined)
Assay by compound,21,22,23,24,25,26,27,28,29,30
Mcl1 Noxa PPI,-10,13,-10,-3,14,-5,27,-4,-4,1
Cdc42 wt,101,99,97,94,95,102,97,107,98,97
Mcl1-Bid inh,-38,-6,-3,-76,-10,-11,22,-6,-49,-17
Rab2 wt GTP,99,98,94,96,96,102,99,101,100,95
GSH fluor,14,21,16,25,17,32,12,13,21,19
Rab7 wt modul,98,94,95,100,101,98,102,106,106,97
Rac1 wt modul,102,96,96,97,100,101,99,106,103,98
Pf gametocyte,16,x,x,10,11,8,18,x,-10,-30
Avidin bead fluor,2,10,32,10,11,18,15,38,9,23
Rac1 mut GTP,99,96,94,96,96,100,99,100,97,94
HRas wt GTP bind,98,98,98,97,100,102,100,104,103,98

The closing four entries of the section above lead into the next:
(27) COc1ccccc1CN(C)CC(=O)Nc1ccc(Cl)cc1C(F)(F)F
(28) CC1OC(Nc2ccc(OC(F)(F)F)cc2)C(O)C(O)C1O (centres undefined)
(29) CCCN(CC1CC1)C(=S)Nc1ccccc1F
(30) Cc1ccc(C(=O)NCC2CCCO2)cc1N1CCCC1=O (centres undefined)
(31) CC(C)C(=O)NC(=S)Nc1ccc(S(=O)(=O)N(C)C)cc1
(32) O=C(O)c1ccc(-n2c(=O)c3ccccc3c3ccccc3c2=O)cc1
(33) CCCn1c(N2CCN(CC(=O)Nc3ccc4c(c3)OCCO4)CC2)nc2ccccc21
(34) CN(C)CC/C=C1/c2cc(F)ccc2CSc2ccc(F)cc21
(35) C/C(CC(=O)Nc1ccc(OCc2ccccc2)cc1)=N\NC(=O)C(=O)Nc1ccc(C)c(Cl)c1
(36) Cc1nc2ccccc2n1C(=O)N(C)C
(37) COc1ccccc1C/C(N)=N/OC(=O)COc1cccc2ccccc12
(38) Fc1ccc(CSc2ccc3nnc(-c4cccnc4)n3n2)cc1
(39) CSc1cccc(NC(=S)N2CCC(N(C)C3CCCC3)CC2)c1
(40) Cc1sc2nc3ccc(N4CCCCC4)nn3c(=O)c2c1C
Assay by compound,27,28,29,30,31,32,33,34,35,36,37,38,39,40
Mcl1 Noxa PPI,27,-4,-4,1,4,0,10,10,18,13,17,27,12,31
Cdc42 wt,97,107,98,97,103,98,99,104,98,99,94,u,104,91
Mcl1-Bid inh,22,-6,-49,-17,-39,7,27,-23,-10,-2,-4,-9,-27,-6
Rab2 wt GTP,99,101,100,95,100,98,98,100,99,99,95,u,103,89
GSH fluor,12,13,21,19,12,34,18,9,46,17,82,9,15,40
Rab7 wt modul,102,106,106,97,97,95,99,105,96,99,94,u,104,94
Rac1 wt modul,99,106,103,98,102,97,100,109,98,105,93,u,104,93
Pf gametocyte,18,x,-10,-30,-17,7,x,-12,x,4,x,-9,13,18
Avidin bead fluor,15,38,9,23,10,13,37,3,3,11,10,11,13,32
Rac1 mut GTP,99,100,97,94,100,97,99,101,97,100,95,u,101,92
HRas wt GTP bind,100,104,103,98,102,94,98,102,95,101,96,u,103,91

(41) C/C(=C\C(=O)c1ccncc1)Nc1ccccc1O
(42) O=C(NC(=S)Nc1cccnc1)c1cccs1
(43) COc1c(C)cc(C(=O)C2CCCN(Cc3cnc(N4CCOCC4)s3)C2)cc1C (centres undefined)
(44) Cc1cccc(/C=N/N2CCN(c3ccccc3)CC2)c1
(45) O=C(NC1CCCC1)C(c1ccccc1)N(Cc1cccnc1)C(=O)Cc1cccs1 (centres undefined)
(46) CCOc1ccccc1NC(=O)Cn1nnc(C(=O)NCCc2ccc(OC)c(OC)c2)c1N
(47) O=C(/C=N/O)NCC1CCNCC1
(48) C/C=C/C(=O)OCC(=O)Nc1ccccc1Br
(49) Cc1ccc(S(=O)(=O)NNC(=O)C(O)(c2ccccc2C)c2ccccc2C)cc1
(50) O=C1CC(c2ccccc2)Cc2nc3ncnn3cc21 (centres undefined)
Assay by compound,41,42,43,44,45,46,47,48,49,50
Mcl1 Noxa PPI,-9,-8,6,2,-3,2,-9,1,5,1
Cdc42 wt,105,95,109,103,99,98,103,98,97,104
Mcl1-Bid inh,-4,-49,-8,-78,-26,-9,3,-20,-47,-2
Rab2 wt GTP,103,96,104,103,100,98,104,98,94,104
GSH fluor,24,11,9,12,23,13,26,54,8,10
Rab7 wt modul,96,96,109,106,100,97,99,95,101,105
Rac1 wt modul,104,100,111,101,100,98,105,99,102,107
Pf gametocyte,-9,5,-7,x,6,3,8,7,2,-28
Avidin bead fluor,5,11,9,2,9,9,12,24,4,9
Rac1 mut GTP,101,95,101,100,98,96,103,95,98,101
HRas wt GTP bind,104,97,105,102,99,101,102,95,98,103

(51) COc1ccc2nc(SCC(=O)Nc3ccccc3C#N)[nH]c2c1
(52) CCn1c(SCC(=O)N2CCCC2)nc2ccccc21
(53) COc1ccc(S(=O)(=O)N2CCSC2c2ccc(N)cc2)cc1 (centres undefined)
(54) CN(C)S(=O)(=O)c1ccc(N2CCN(S(=O)(=O)c3ccc(F)cc3)CC2)c(Cl)c1
(55) CCC1CCCCN1C(=O)c1sc2ncnc(N(CC)CC)c2c1C (centres undefined)
(56) CS(=O)(=O)N(CCC#N)Cc1ccco1
(57) Cc1cc(S(=O)(=O)NC2CCCCC2)ccc1OCC(=O)NCc1ccccn1
Assay by compound,51,52,53,54,55,56,57
Mcl1 Noxa PPI,1,5,-5,11,3,10,11
Cdc42 wt,104,95,98,93,103,99,99
Mcl1-Bid inh,0,-1,-17,-10,-4,-18,-8
Rab2 wt GTP,102,99,99,92,104,101,99
GSH fluor,20,30,14,16,14,24,10
Rab7 wt modul,95,102,100,92,108,109,98
Rac1 wt modul,103,95,102,93,106,100,102
Pf gametocyte,x,14,x,x,x,27,11
Avidin bead fluor,6,25,5,20,12,10,4
Rac1 mut GTP,99,97,98,92,104,97,95
HRas wt GTP bind,101,98,99,93,102,101,99

Source: PubChem
